Screening results from PubChem.
HePTP inhibitor: inhibitors of human HePTP phosphatase, primary screen, biochemical, absorbance, leukemia target. AID 521, 2006. recombinant HePTP phosphatase activity, OD absorbance. inhibition, % at 20 µM. 0.64% of 110,000 active. Tyrosine-protein phosphatase non-receptor type 7 (Homo sapiens), P35236; in the data active = inhibition above about 50%;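 note: plate controls were vehicle for no effect and reference inhibitor for full effect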
Target sequence (P35236 whole entry, looked up): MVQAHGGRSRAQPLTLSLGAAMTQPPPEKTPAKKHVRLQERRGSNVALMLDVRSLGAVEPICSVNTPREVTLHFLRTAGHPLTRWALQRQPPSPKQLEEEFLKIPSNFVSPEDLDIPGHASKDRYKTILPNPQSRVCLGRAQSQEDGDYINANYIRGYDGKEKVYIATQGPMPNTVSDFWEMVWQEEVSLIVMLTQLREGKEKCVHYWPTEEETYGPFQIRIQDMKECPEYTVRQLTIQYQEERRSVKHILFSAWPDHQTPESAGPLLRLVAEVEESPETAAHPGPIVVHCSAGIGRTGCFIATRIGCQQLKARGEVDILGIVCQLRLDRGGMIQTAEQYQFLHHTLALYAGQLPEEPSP
BAP1 block: inhibitors of BAP1 deubiquitinase, primary screen, biochemical, Ub-AMC fluorescence, kinetic; Ubiquitin carboxyl-terminal hydrolase BAP1 (Homo sapiens), Q92560; recombinant BAP1, Ub-AMC hydrolysis fluorescence kinetic; hits give low values; activity remaining (% of control), % at 20 µM; 0.48% of 72,000 active;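 active = activity remaining at or below 50% of control, provided the compound also passes the data quality filters; inactive = the rest, including low values that fail the filters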;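 note: 100% = DMSO wells rate and 0% = substrate alone blank rate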
* = called active by the depositor; . = not tested or not shown.

SMILES	HePTP inhibitor	BAP1 block
COc1cc(/C=C2\C(=O)NC(=S)N(c3ccc(Cl)cc3)C2=O)ccc1OCC(=O)O	-6.9	.
COc1ccc(NC(=O)C(=O)NC2CCCC2)cc1	6.1	.
COCC(=O)Nc1ccc(-c2cn3cccnc3n2)cc1	6.9	.
COC(=O)C1=C(O)/C(=C\c2ccccc2)N=C1C	7.7	.
CCC(=O)N1CCc2cc(S(=O)(=O)NCCN3CCC(C)CC3)ccc21	0.6	96.2
CCCn1c(SCC(=O)NCc2cccs2)nc2c1c(=O)n(C)c(=O)n2C	-8.6	91.2
COC(=O)CSC1=NS(=O)(=O)c2ccccc21	6.5	92.1
COC(=O)C1=C(C)N(C)C(C)=C(C(=O)OC)C1c1cc([N+](=O)[O-])ccc1Cl	-4.0	.
CC(C)Sc1nnc2n(CCc3ccccc3)c(=O)c3c4c(sc3n12)COC(C)(C)C4	3.3	72.1
CN(C)C(=O)C(NC(=O)c1ccccc1)=C1CCCCC1	5.3	.
CCCCCc1nc2sc3c(c2c(=O)n1N)CCCC3	10.8	.
CN(C)c1cccc(NC(=O)c2cc(F)c(F)cc2Cl)c1	-2.8	.
Cc1ccc2c(c1)N(CCCC(=O)NCCC1=CCCCC1)C(=O)CO2	4.2	98.0
Cc1nnc2sc(-c3ccncc3)nn12	-1.8	67.7
CC(C)(C)c1ccc(OCC(=O)Nc2ccc(N3CCOCC3)c(Cl)c2)cc1	-9.2	.
O=C(NCC1CCCCC1)c1ccco1	4.8	103.9
COc1cccc(C(=O)OCC(=O)c2ccc(Cl)cc2)c1	0.7	.
C=CCn1c(N)c(C(=O)NC2CCCCC2)sc1=S	-10.5	107.1
O=S(=O)(NCC1CCCO1)c1ccc(Cl)c(C(F)(F)F)c1 (stereo not given)	3.9	80.6
CCN1CCN(CC(O)COc2ccccc2C(C)(C)C)CC1 (stereo not given)	-5.0	.
N#Cc1c(N=Cc2cc(Br)ccc2O)sc2c1CCC2	.	60.8
CCc1ccc(N2CC(C(=O)N/N=C/c3cccc([N+](=O)[O-])c3)CC2=O)cc1 (stereo not given)	6.9	.
O=C1N/C(=N/N=C\c2ccco2)SC1Cc1ccc(SC(F)F)cc1 (stereo not given)	-0.9	.
CCS(=O)(=O)NC(C)C(c1cccs1)N1CCN(C)CC1 (stereo not given)	6.2	125.5
Cc1[nH]n(C(N)=S)c(=O)c1C(c1ccccc1)C(C#N)C#N (stereo not given)	-4.7	102.3
Cc1sc2nc(C3CC3)nc(SCC(=O)NCc3ccco3)c2c1C	-1.9	90.0
Cc1ccc(N2C(=O)/C(=C\c3ccc(-c4ccc(Cl)c(C(=O)O)c4)o3)C(=O)NC2=S)cc1	66.0*	.
Cc1c(C(=O)OC(C)C)sc(NC(=O)COc2ccc(Cl)cc2)c1C(N)=O	-12.7	.
COC(=O)c1ccc(-c2nc3ccc(C)cc3o2)cc1	5.3	.
O=S(=O)(c1cnc[nH]1)N1CCCCCC1	2.7	105.2
CCOC(=O)C1CCCN(C(=O)c2cnn3c(C(F)(F)F)cc(-c4ccccc4)nc23)C1 (stereo not given)	1.8	85.6
CN(C)/C(=N\S(=O)(=O)c1ccc(Br)cc1)c1ccccc1	0.5	.
O=C1CNC(=O)/C1=C/c1ccc(Br)cc1	12.1	.
CC1(C)CC(NC(=O)COc2cccc3ccccc23)CC(C)(C)N1	-1.5	.
COc1ccc(C(CC(=O)c2ccc(Cl)cc2)Nc2ccc(Br)cc2)cc1 (stereo not given)	3.1	.
CCOC(=O)/C=C1\NC(=O)CS1	4.6	111.6

Given in markdown: entries from further up
| smiles | HePTP inhibitor | BAP1 block |
| --- | --- | --- |
| COc1cc(/C=C2\C(=O)NC(=S)N(c3ccc(Cl)cc3)C2=O)ccc1OCC(=O)O | -6.9 | . |
| COc1ccc(NC(=O)C(=O)NC2CCCC2)cc1 | 6.1 | . |

Rewritten comma-delimited: part of the list above
Structure,HePTP inhibitor,BAP1 block
Cc1[nH]n(C(N)=S)c(=O)c1C(c1ccccc1)C(C#N)C#N (stereo not given),-4.7,102.3
COC(=O)c1ccc(-c2nc3ccc(C)cc3o2)cc1,5.3,.
CCOC(=O)/C=C1\NC(=O)CS1,4.6,111.6

Compound profiles (already shown). Order of screens: HePTP inhibitor | BAP1 block
O=S(=O)(c1cnc[nH]1)N1CCCCCC1 reads 2.7 | 105.2
COC(=O)c1ccc(-c2nc3ccc(C)cc3o2)cc1 reads 5.3 | .
CCOC(=O)/C=C1\NC(=O)CS1 reads 4.6 | 111.6

Continued.
SMILES	HePTP inhibitor	BAP1 block
Fc1ccc(-c2noc(-c3ccccc3)n2)cc1	-14.5	.
COc1ccccc1OCC(O)CN1C(=O)NC(C)(C)C1=O (stereo not given)	4.0	100.8
Cc1ccc(Nc2nc(N)nc(CSc3nnc(-c4ccncc4)o3)n2)cc1	9.2	138.5
Cc1oc2ccc(OCc3c(F)cccc3Cl)cc2c1C(=O)O	4.4	.
CCS(=O)(=O)N1CCC(C(=O)NC2CCCCCCC2)CC1	-4.2	102.2
Cn1c(=O)oc2cc(S(=O)(=O)N3CCCC(C(=O)NCc4cccs4)C3)ccc21 (stereo not given)	9.7	100.0
CCOC(=O)NC(Nc1sc2c(c1C(=O)OC)CCN(C)C2)(C(F)(F)F)C(F)(F)F	8.1	65.2
NC(=O)c1cnccn1	.	95.3
Cc1ccc2cccc(OC(=O)c3oc4ccccc4c3C)c2n1	1.8	.
O=C(CCCN1C(=O)/C(=C\c2cccs2)SC1=S)Nc1nc2ccccc2s1	8.1	.
CCOc1cccc(-c2nnc3sc(COc4ccc(C)cc4)nn23)c1	-8.2	82.9
CC(=O)NC(CCS(C)(=O)=O)C(=O)Nc1nccs1 (stereo not given)	3.8	106.6
CCCCn1nnc(NC(=O)c2cc3ccccc3o2)n1	5.4	75.6
Cc1onc(-c2ccccc2Cl)c1C(=O)NN	1.1	.
COc1ccc(CCNC(=O)c2ccccc2OC)cc1OC	5.1	.
O=C1c2ccc(S(=O)(=O)c3ccc4c(c3)C(=O)N(CCO)C4=O)cc2C(=O)N1CCO	-12.6	.
COc1ccc(Cn2nnnc2C(c2cc3ccc(OC)cc3[nH]c2=O)N2CCCCCC2)cc1 (stereo not given)	8.3	.
O=C(CCCC(=O)N(CC(=O)NC1CCCC1)Cc1ccccc1)Nc1ccccn1	1.7	90.7
CS(=O)(=O)N1CCN(CC(O)Cn2c3ccccc3c3ccccc32)CC1 (stereo not given)	-1.9	.
COc1cccc(C(=O)Nc2c3c(nn2-c2cccc(C)c2C)CS(=O)(=O)C3)c1OC	13.9	102.4
CC(=O)Nc1ccc(NCC(O)COc2ccccc2)cc1 (stereo not given)	-4.1	99.9
CC(C(=O)Nc1ccc(C(=O)O)cc1)N1C(=O)c2ccccc2C1=O (stereo not given)	9.9	105.4
O=C(Nc1ccc(Cl)c2c1C(=O)c1ccccc1C2=O)c1ccc([N+](=O)[O-])cc1Cl	-11.5	.
COc1ccc(OC)c(CN2CCCC(C(=O)N3CCCCC3)C2)c1 (stereo not given)	3.1	80.2
COC(=O)CN1C(=O)C(O)(CC(=O)c2ccc(C)o2)c2ccccc21 (stereo not given)	-4.5	116.6
COC(=O)c1ccc(Cl)c(NC(=O)NC(c2ccccc2)c2ccccc2)c1	-10.6	.
CCCOc1ccc(/C=N/Nc2nc(-c3ccccc3)nc(C)c2C)c(O)c1	-13.3	.
O=C(NCc1cccs1)C1CCCN(c2ncccn2)C1 (stereo not given)	5.5	95.7
CCCCCc1nc2c(=O)[nH]c3ccccc3c2o1	-6.7	91.4
C#CCN1C(=O)C2C(C(=O)NC)C3C=CC2(O3)C1C(=O)NCc1ccc(OC)cc1 (stereo not given)	9.7	.
O=C(COc1ccccc1)Nc1ccc(NC(=O)c2ccco2)cc1	-13.9	.
COc1ccc(N2CCCn3c2nc2c3c(=O)n(CCCc3ccccc3)c(=O)n2C)cc1	-15.4	.
O=C(c1ccc(S(=O)(=O)c2ccc(Cl)cc2)cc1)c1ccc(S(=O)(=O)c2ccc(Cl)cc2)cc1	3.4	.
CCC(Oc1ccccc1)C(=O)Nc1sc2c(c1C(=O)OC)CCC(C)C2 (stereo not given)	5.0	.
CCCS(=O)(=O)N1CCC(C(=O)NCCN2CCCC2)CC1	0.4	73.9
CC1=C(C(=O)Nc2ccc(Cl)cc2)C(c2cccc3ccccc23)NC(=S)N1 (stereo not given)	-21.2	.
COC(=O)c1cc(N)c(Cl)s1	.	98.3
Cc1cc(C(=O)CSc2nnc(-c3cccnc3)n2-c2ccccc2F)c(C)n1C	11.4	101.3
CCOc1ccc(C2Nc3ccccc3NC3=C2C(=O)CC(c2ccccc2)C3)cc1 (stereo not given)	6.5	91.4
CCN1C(=O)/C(=C\c2cc(OC)c(OC)c(OC)c2)SC1=S	7.2	.
Cc1c(Cl)cccc1N1C(=O)C2C3c4ccccc4C(C)(c4ccccc43)C2C1=O (stereo not given)	-0.1	.
COC(=O)COc1ccc(/C=C2\C(=O)NC(=O)N(c3ccc(F)cc3)C2=O)cc1OC	3.8	.
Fc1ccccc1OCCCCCCN1CCCC1	-0.4	.
CCn1c(CSc2nnc(C)n2-c2ccccc2)nc2cc(S(=O)(=O)N(C)C)ccc21	-8.6	80.9
CCOc1ccc2c(c1)sc(=NC(=O)c1ccc(S(=O)(=O)N3CC(C)CC(C)C3)cc1)n2C (stereo not given)	.	105.8
O=C(CCC(=O)c1cccs1)OCc1nnc(-c2ccccc2)o1	7.3	86.6
O=C(COc1ccc(Br)cc1)Nc1ccc2oc(-c3ccccc3F)nc2c1	4.6	.
COc1cc(-c2nnn(CC#N)n2)ccc1OCc1ccccc1	7.3	.
Nc1nc2nonc2nc1Nc1ccccc1	0.4	.
O=C(Oc1ccccc1)c1ccc2nccnc2c1	-4.9	102.3
CCn1c(COc2cccc(C)c2)nnc1SCC(=O)Nc1cccc(C(=O)O)c1	-0.8	116.0
CC(=O)CSc1sc(=S)sc1SCC(C)=O	11.1	.
COc1ccc(NC(=O)c2oc3ccccc3c2NC(=O)C(C)(C)C)cc1	6.0	93.3
Cc1ccc(N(C(C)C(=O)Nc2ccc(S(=O)(=O)N3CCOCC3)cc2)S(C)(=O)=O)cc1C (stereo not given)	2.6	.
COc1cc(NC(=O)c2cccnc2)ccc1NC(=O)c1cc2ccccc2o1	-4.0	.
CCCCCSc1nnc2c(n1)[nH]c1ccccc12	15.5	.
COCc1cc(=O)[nH]c(/N=C(\N)Nc2ccc(C)cc2)n1	-11.2	129.5
CC(C)CN1C(=O)/C(=C/c2ccco2)SC1=S	12.7	.
CCOC(=O)c1[nH]c(C)c(C(=O)NCc2cccnc2)c1C	6.0	106.3
Cc1cc(Oc2ccc(=O)n(C)n2)nc(Oc2ccc(=O)[nH]n2)n1	1.8	101.7

The list continues:
SMILES	HePTP inhibitor	BAP1 block
COc1ccc(NC(=O)c2cnn3c2NC(c2ccccc2)CC3C(F)(F)F)cc1OC (stereo not given)	-19.4	.
Cc1[nH]c2ccccc2c(=O)c1CN1CCCC1	.	147.1
O=S1(=O)C[C@@H](N2CCOCC2)[C@H](N2CCOCC2)C1	8.9	108.5
COc1cccc(C(=O)CN2C3=NCCCN3c3ccccc32)c1	7.6	103.5
COc1ccc(CC(=O)OCn2nnc3ccccc3c2=O)cc1	10.2	76.4
CC(C)(C)c1ccccc1OCC(=O)NCCC(=O)O	9.9	110.4
CN(C)CC(=O)Nc1ccc(S(N)(=O)=O)cc1	7.1	.
Cc1noc(C)c1S(=O)(=O)NCCN1CCN(c2ccccc2)CC1	8.3	98.4

Pulled one by one from the list above (6):
SMILES	HePTP inhibitor	BAP1 block
COc1ccc(CC(=O)OCn2nnc3ccccc3c2=O)cc1	10.2	76.4
CC(C)(C)c1ccccc1OCC(=O)NCCC(=O)O	9.9	110.4
COc1cccc(C(=O)CN2C3=NCCCN3c3ccccc32)c1	7.6	103.5
Cc1noc(C)c1S(=O)(=O)NCCN1CCN(c2ccccc2)CC1	8.3	98.4
COc1ccc(NC(=O)c2cnn3c2NC(c2ccccc2)CC3C(F)(F)F)cc1OC (stereo not given)	-19.4	.
CN(C)CC(=O)Nc1ccc(S(N)(=O)=O)cc1	7.1	.
